Screens from PubChem.
RGS4 inhibitor = human RGS4 inhibition | P49798 | Transcreener GDP fluorescence polarization, RGS4-accelerated GTP hydrolysis | Potency, µM (highest dose often 114 µM), inactives show at the highest dose activity change, negative = inhibition, most hits filed as inhibitors | 390,000 tested, 0.039% active; note: potency is the fitted concentration of half-maximal effect; % is set by controls: 0 for no effect and ±100 for the full control effect; nearly all actives have a fitted effect of over 75% in size; some results filed as inactive show a strong effect at the top dose
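MLSMR compounds (23 nl, pin-transferred) preincubated 10 min at room temperature with a 500nM (2x) first reagent, then RGS4 at 900nM (2x) plus Transcreener GDP mix added; fluorescence polarization (620/688 nm) read before and after 90 min at 30 °C.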
D2 antag = D2 dopamine receptor (human) antagonism; 340,000 tested, 2% active; AID 485344; HEK293 TREx D2 cells, calcium flux, dopamine EC80; inhibition, % at 10 µM; in the data active = inhibition above about 30%; note: 0% is about no effect
Target sequence (P14416 whole entry, looked up): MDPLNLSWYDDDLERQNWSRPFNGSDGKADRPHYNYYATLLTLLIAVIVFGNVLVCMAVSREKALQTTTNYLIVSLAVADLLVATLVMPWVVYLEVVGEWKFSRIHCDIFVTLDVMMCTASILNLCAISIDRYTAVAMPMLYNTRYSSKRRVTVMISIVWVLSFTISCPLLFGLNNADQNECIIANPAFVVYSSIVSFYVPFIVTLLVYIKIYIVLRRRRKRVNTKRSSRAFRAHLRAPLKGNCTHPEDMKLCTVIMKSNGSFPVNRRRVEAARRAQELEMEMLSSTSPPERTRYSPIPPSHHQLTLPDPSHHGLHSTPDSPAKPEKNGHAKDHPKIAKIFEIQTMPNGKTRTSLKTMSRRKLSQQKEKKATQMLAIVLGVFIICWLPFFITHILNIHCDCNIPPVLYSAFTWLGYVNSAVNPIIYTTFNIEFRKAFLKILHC
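Compounds are added to dye-loaded, induced HEK293 T-REx cells coupled to calcium release via D2; after a 3 min kinetic read an EC80 dopamine stimulus is given and fluorescence is recorded for 3 more min.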
Vif-A3G inh = inhibitors of Vif-APOBEC3G interaction | Q9HC16 | HeLa A3G-eYFP + Vif (tagged APOBEC3G with the HIV-1 protein that degrades it), YFP fluorescence, overnight | Potency, µM (series often up to 46.1 µM), without a hit: at the highest dose activity, negative = active, actives largely listed as inhibitors | 410,000 tested, 0.076% active;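 note: potency is the fitted concentration of half-maximal effect; % is set by controls: 0 for no effect and ±100 for the full control effect; nearly all actives have a fitted effect of over 60% in size; hits raise eYFP signal because A3G escapes Vif-driven loss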
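Read-out is eYFP fluorescence (Ex 488/Em 500-530) from Vif-expressing HeLa A3G-eYFP cells; more signal means A3G escaped Vif-mediated degradation. Cells plated overnight, compound pinned in, incubated overnight at 37 deg C.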
12-LOX inh = ALOX12 (human) lipoxygenase inhibition; P18054; purified 12hLO, xylenol orange hydroperoxide absorbance; Potency, µM (titrated, usually from 108 µM), for inactives: at the top dose activity change, negative = inhibition, actives largely listed as inhibitors; 580,000 tested, 1.1% active; AID 1671190; note: potency is the fitted concentration of half-maximal effect; % is set by controls: 0 for no effect and ±100 for the full control effect
Target sequence (P18054 whole entry, looked up): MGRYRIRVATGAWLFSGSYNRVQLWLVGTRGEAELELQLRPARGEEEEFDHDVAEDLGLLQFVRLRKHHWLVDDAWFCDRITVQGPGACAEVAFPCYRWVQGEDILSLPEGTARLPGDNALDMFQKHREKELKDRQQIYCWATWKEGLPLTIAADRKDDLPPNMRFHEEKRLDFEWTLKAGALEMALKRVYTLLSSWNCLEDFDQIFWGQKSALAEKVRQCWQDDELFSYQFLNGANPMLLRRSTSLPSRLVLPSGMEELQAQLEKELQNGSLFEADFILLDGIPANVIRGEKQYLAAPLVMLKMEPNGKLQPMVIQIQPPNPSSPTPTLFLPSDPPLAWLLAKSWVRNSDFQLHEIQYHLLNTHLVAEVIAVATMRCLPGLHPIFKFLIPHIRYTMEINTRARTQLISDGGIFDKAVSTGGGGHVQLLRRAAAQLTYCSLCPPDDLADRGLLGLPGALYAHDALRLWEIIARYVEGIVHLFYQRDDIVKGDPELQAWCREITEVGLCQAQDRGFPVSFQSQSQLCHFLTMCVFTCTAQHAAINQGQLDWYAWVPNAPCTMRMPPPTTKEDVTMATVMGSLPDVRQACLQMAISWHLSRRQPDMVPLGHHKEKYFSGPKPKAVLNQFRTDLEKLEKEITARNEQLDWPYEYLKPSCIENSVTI
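Purified human 12hLO at 150 nM in 25 mM Hepes, 0.01% Triton X-100, pH 7.0, preincubated 15 min at room temperature with compound. Reaction started with 40 uM arachidonic acid, 30 min at room temperature. Hydroperoxide measured by Fe-xylenol orange, 573/405 nm absorbance ratio.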
Glioma ERSR ind = ER stress response induction in glioma. U87-MG GRP78 promoter luciferase reporter, 16 h. Potency, µM, inactives show at the highest dose activation, hits mostly activators. 420,000 tested, 0.02% active; note: potency is the fitted concentration of half-maximal effect; series mostly up to about 76 µM; % of control where 0% means no effect; nearly all actives have a fitted effect of over 35% in size
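ERSR induction read as luciferase luminescence (Bright-Glo, 10 min at room temperature) in stably transfected human U87-MG glioma cells exposed to compounds for 16 h, using GRP78 as sensor.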
LDHA inh = LDHA (human) enzyme inhibition. P00338. purified LDHA, NADH/diaphorase-resazurin fluorescence; stronger effect = lower value. activity change, % (values are at about 110 or 230 µM). 480,000 tested, 0.15% active; in the data active = activity change below about -30%; inconclusive = mostly about -25% to -30%;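 note: plate controls were DMSO wells for no effect and wells without enzyme for full effect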
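Remaining NADH was detected by diaphorase (0.133 mg/mL) converting 37 µM resazurin to fluorescent resorufin, read at 0 and 20 minutes. The preceding 5-minute room-temperature reaction used 2 nM LDHA, 0.2 mM sodium pyruvate and 0.06 mM NADH at pH 7.4.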
D2 ag = D2 dopamine receptor (human) agonism | HEK293 T-REx D2 cells, calcium flux agonist mode | activation, % at 2 µM | 340,000 tested, 0.53% active;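 active = activation over 3 SD above normal in the single-dose calcium agonist read, cut at about 30% in these data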; note: 0% is about no effect
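HEK293 Trex D2 cells, tetracycline-induced, o/n 30 C 5% CO2; no-wash Ca dye, RT 30–90 min; 10-cycle baseline, 23 nl cpd added, kinetic Ca read 180 s; agonist hits = positive Ca response.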
* marks the source's active call; other numbers are inactive results; i = inactive; ? = inconclusive; nt = no result given; & = joins results of further samples; [ ] = another dose, or the depositor's remark. Unless noted, calls come from the whole dose curve; as a rule, active = well fitted curve in the direction sought with a large enough effect; inconclusive = small, poorly fitted or top-dose-only effect, or another doubt; inactive = no such curve, though single readings can be large; an effect the other way counts as inactive or inconclusive. These rows are one share of the data, so the mix of outcomes need not match the whole.

SMILES	RGS4 inhibitor	D2 antag	Vif-A3G inh	12-LOX inh	Glioma ERSR ind	LDHA inh	D2 ag
CCN(CCO)CCn1c(Cc2ccccc2)nc2c1c(=O)n(C)c(=O)n2C	nt	nt	nt	-10%[22.9 µM]	-4%	nt	nt
CCN1C[C@]2(COC(=O)c3ccccc3N3C(=O)C[C@H](C)C3=O)CC[C@H](OC)[C@@]34[C@@H]5C[C@H]6[C@H](OC)[C@H]5[C@](O)(C[C@@H]6OC)[C@@](O)([C@@H](OC)[C@@H]23)[C@@H]14	nt	nt	nt	?	-4%	nt	nt
CCOP(=S)(OCC)SCSc1ccc(Cl)cc1	nt	nt	nt	?	0%	nt	nt
CC(=O)OCC1=C(C(=O)O)N2C(=O)[C@@H](N)[C@@H]2SC1	nt	nt	nt	?	-5%	nt	nt
Clc1ccccc1-c1cncnc1NCCc1cnc[nH]1	nt	nt	nt	-18%	3%	nt	nt
CN1CCCCC1Cc1ccccc1 (centres undefined)	nt	nt	0%	nt	-3%	-15	nt
C=C1C=C(C(F)F)n2ncc(C(=O)NCc3ccccc3F)c2N1	nt	nt	0%	nt	-3%	-4	nt
O=C(Nc1cc[c]([Sb](=[O])([OH])[OH])cc1)c1ccccc1	nt	nt	-2%	nt	0%	?	nt
COc1cc(/C=C/c2ccc3ccccc3[n+]2C)cc(OC)c1OC	nt	nt	?	nt	0%	7	nt
CC1=C(C)CN2CC(C#N)=C(N)C2C1 (centres undefined)	nt	nt	-4%	nt	-4%	1	nt
Cc1ccc(-n2c(=O)[nH]c3ccccc3c2=O)cc1[N+](=O)[O-]	nt	nt	-1%	nt	-1%	-8	nt
O=C(CN1CCOCC1)c1ccc2ccccc2c1	nt	nt	1%	nt	0%	-2	nt
COc1ccc(/C=C2/C(=O)NC(=O)N(C3CCCCC3)C2=O)cc1CSc1ccccn1	nt	-28	nt	?	nt	nt	0.4
CN1C(=O)N(C)C(=O)C2(Cc3cc(N)ccc3N3CCN(c4ccccc4F)CC32)C1=O (centres undefined)	nt	-2	nt	?	nt	nt	1.4
COc1cc(N)c(Cl)cc1C(=O)NC1CN2CCC1CC2 (centres undefined)	nt	2	nt	0%	nt	nt	-1.9
CCC(C)C(NC(=O)CCCNC(=O)CCC(=O)OC1O[C@H]2OC3(C)CC[C@H]4[C@H](C)CCC(C1C)C24OO3)C(=O)O (some centres undefined)	nt	18	nt	7%	nt	nt	0.1
COc1ccc(CN2CCN(c3ccccc3F)CC2)c(OC)c1	nt	76*	nt	-21%	nt	nt	72*
CC(=O)O[C@@H]1CN2CCC1CC2	83%[activator][56.9 µM]	nt	nt	53%[activator]	-4%	nt	nt
CSCC[C@H](NC(=O)[C@H](Cc1ccccc1)NC(=O)CNC(=O)CNC(=O)[C@@H](N)Cc1ccc(O)cc1)C(=O)O	?	nt	nt	-15%[12.5 µM]	-4%	nt	nt
N[C@@H](Cn1ccc(=O)n(Cc2ccc(C(=O)O)cc2)c1=O)C(=O)O	8.4µM*	nt	nt	?	-4%	nt	nt
O=C1/C(=C\c2ccccc2)C[C@@]2(O)[C@H]3Cc4ccc(O)c5c4[C@@]2(CCN3CC2CC2)[C@@H]1O5	i	nt	nt	77%[activator]	-12%	nt	nt
N[C@@H](Cn1ccc(=O)[nH]c1=O)C(=O)O	15%[56.9 µM]	nt	nt	4%	?	nt	nt
CCCCC/C=C\C/C=C\C/C=C\C/C=C\CCCC(=O)NCC(=O)O	?	nt	nt	7%[22.9 µM]	-4%&-4%&-4%&-4%	nt	nt
O=C1NCN(c2ccccc2)C12CCN(CC1COc3ccccc3O1)CC2 (centres undefined)	12%[56.9 µM]	nt	nt	?	-5%&-5%&-5%	nt	nt
CN(C(=O)Cc1ccccc1)[C@H](CN1CCCC1)c1ccccc1	20%[56.9 µM]	nt	nt	-5%&0%	-3%&-4%	nt	nt

3 compounds out of the list, arranged by length of the SMILES, low to high:
SMILES	RGS4 inhibitor	D2 antag	Vif-A3G inh	12-LOX inh	Glioma ERSR ind	LDHA inh	D2 ag
CN1CCCCC1Cc1ccccc1 (centres undefined)	nt	nt	0%	nt	-3%	-15	nt
O=C(CN1CCOCC1)c1ccc2ccccc2c1	nt	nt	1%	nt	0%	-2	nt
Cc1ccc(-n2c(=O)[nH]c3ccccc3c2=O)cc1[N+](=O)[O-]	nt	nt	-1%	nt	-1%	-8	nt

Following part
SMILES	RGS4 inhibitor	D2 antag	Vif-A3G inh	12-LOX inh	Glioma ERSR ind	LDHA inh	D2 ag
O=C(Cc1ccc(Cl)c(Cl)c1)N1CCCCC1CN1CCCC1 (centres undefined)	-10%[56.9 µM]	nt	nt	7%	-4%&-4%	nt	nt
N#Cc1nn(-c2c(Cl)cc(C(F)(F)F)cc2Cl)c(N)c1S(=O)C(F)(F)F (centres undefined)	140%[activator][56.9 µM]	nt	nt	7%	-3%&-5%&-5%&-6%	nt	nt
CC1=C(O)C(=O)[C@H]2O[C@@H]2C1=O	i	nt	nt	?	-12%	nt	nt
CC(C)[C@@]1(NC(=O)[C@H]2CC3c4cccc5[nH]cc(c45)C[C@H]3N(C)C2)O[C@@]2(O)C3CCCN3C(=O)[C@@H](Cc3ccccc3)N2C1=O (some centres undefined)	250%[activator][56.9 µM]	nt	nt	?	-3%&-1%	nt	nt
CCCN(C/C=C\I)[C@@H]1CCc2ccc(O)cc2C1	i	nt	nt	195%[activator]	0%	nt	nt
CC(C)n1cnc2c(C(=O)N[C@H]3CN4CCC3CC4)cc(Cl)cc21	4.7µM*	nt	nt	?	-3%&-3%	nt	nt
CN1CC[C@@H]2CN3CCc4cccc(c43)[C@@H]2C1	110%[activator][56.9 µM]	nt	nt	157%[activator]	-2%	nt	nt
CC(C)NC[C@H](O)c1ccc(N)c(C#N)c1	nt	nt	nt	264%[activator]	-5%	nt	nt
c1cc2cc(c1)C[n+]1ccc(c3ccccc31)NCc1ccc(cc1)CNc1cc[n+](c3ccccc13)C2	i	nt	nt	?	-5%	nt	nt
O=C(O)[C@H]1[C@H]2CN[C@H](C(=O)O)[C@H]21	6µM*	nt	nt	?	-4%&0%	nt	nt
O=C(O)Cc1cccnc1C(=O)O	nt	nt	nt	5%&0%	-6%&-3%	nt	nt
CC[C@H](C)[C@H](NC(=O)[C@@H]1CCCN1C(=O)[C@H](CCC(=O)O)NC(=O)[C@@H](NC(=O)[C@H](Cc1ccccc1)NC(=O)[C@@H]1CCCN1C(=O)[C@@H](N)Cc1ccc(O)cc1)C(C)C)C(=O)O	?	nt	nt	-2%[12.5 µM]	-3%	nt	nt
c1ccc2sc(C3(NCC4CC4)CCCCC3)cc2c1	i	nt	nt	-5%	-4%	nt	nt
O=C1Nc2cc(Cl)c(Cl)cc2N2CCNC[C@H]12	95%[activator][56.9 µM]	nt	nt	?	-5%	nt	nt
N[C@@H](CCCCP(=O)(O)O)C(=O)O	15%[56.9 µM]	nt	nt	?	-3%	nt	nt
C[C@H](N)C(=O)N[C@@H](C)C(=O)N[C@@H](Cc1ccccc1)C(=O)CCl	?	nt	nt	10%[176 µM]	-3%	nt	nt
CCCOc1ccc2[nH]cc(C3=CCNCC3)c2n1	10%[56.9 µM]	nt	nt	-4%	-3%	nt	nt
CN(C(=O)Cc1ccc(Cl)c(Cl)c1)[C@H](CN1CCCC1)c1cccc(N=C=S)c1	-171%[56.9 µM]	nt	nt	?	-11%	nt	nt
CN1C(=O)COc2c(C(=O)N[C@@H]3CN4CCC3CC4)cc(Cl)cc21	i	nt	nt	?	0%	nt	nt
CN(C)CCN(C)CCc1ccc(Cl)c(Cl)c1	10%[56.9 µM]	nt	nt	?	-3%&1%	nt	nt
COC(=O)CN1CN(c2ccccc2)C2(CCN(Cc3ccc4ccccc4c3)CC2)C1=O	-15%[56.9 µM]	nt	nt	0%	-6%	nt	nt
COc1cc2c3cc1Oc1cc(ccc1O)C[C@@H]1c4c(cc(OC)c(O)c4Oc4ccc(cc4)C[C@@H]3N(C)CC2)CC[N+]1(C)C	?	nt	nt	1%	-3%	nt	nt
CC(C)C[C@H](NC(=O)[C@H](Cc1ccccc1)NC(=O)CNC(=O)[C@@H](NC(=O)[C@@H](N)Cc1ccc(O)cc1)[C@H](C)O)C(=O)N[C@H](C(=O)O)[C@H](C)O	i	nt	nt	11%[12.5 µM]	-4%	nt	nt
Cl.Cl.Cl.Cl.Cl.Cl.N.N.N.N.NNNNN.NNNNN.O.O.[Ru].[Ru].[Ru]	i	nt	nt	4%	-7%	nt	nt
CC(C)C[C@H](NC(=O)[C@H](Cc1ccccc1)NC(=O)CNC(=O)CNC(=O)[C@@H](N)Cc1ccc(O)cc1)C(=O)N[C@@H](CCCN=C(N)N)C(=O)N[C@@H](CCCCN)C(=O)N[C@@H](Cc1ccc(O)cc1)C(=O)N1CCC[C@H]1C(=O)N[C@@H](CCCCN)C(=O)O	i	nt	nt	3%[12.5 µM]	-5%	nt	nt
Continued.
SMILES	RGS4 inhibitor	D2 antag	Vif-A3G inh	12-LOX inh	Glioma ERSR ind	LDHA inh	D2 ag
O=C1CCc2c(ccc3ccccc23)O1	?	nt	nt	14%[176 µM]	-3%&-2%	nt	nt
N[C@@]1(C(=O)O)CC[C@H](C(=O)O)C1	nt	nt	nt	?	-2%&-4%&-3%	nt	nt
CCCN(CCC)[C@@H]1CCc2c(OC)cccc2[C@@H]1C	?	nt	nt	1%&23%	-4%&-1%	nt	nt
CC(C)C1C(=O)N2CCC[C@H]2[C@]2(O)O[C@](NC(=O)[C@@H]3C=C4c5cccc6[nH]cc(c56)C[C@H]4N(C)C3)(C(C)C)C(=O)N12 (some centres undefined)	?	nt	nt	22%	-4%	nt	nt
O=S(=O)(Cc1ccc(F)cc1)C(c1ccc(F)cc1)c1ccc(F)cc1	nt	nt	nt	1%	nt	5	nt
CC(C)(c1ccccc1)c1ccc(O)c(C(C)(C)c2ccccc2)c1	nt	nt	nt	?	nt	17	nt
N#Cc1cc2c(cc1-c1ccc3c(c1)OCCO3)OCCO2	nt	nt	nt	-4%	nt	-1	nt
CC(N)Cc1c[nH]c2ccccc12 (centres undefined)	nt	nt	nt	?	nt	0	nt
CC1OC(OC2CCC3(C=O)[C@H]4CCC5(C)C(C6=CC(=O)OC6)CCC5(O)[C@@H]4CCC3(O)C2)CC(O)C1O (some centres undefined)	nt	nt	nt	-9%	nt	-3	nt
O=C(Cc1n[nH]c(=O)c2ccccc12)N1CCN(CC(F)(F)F)CC1	nt	nt	nt	-1%	nt	-3	nt
Cc1cccc(-n2nnnc2C2(N)CCCCC2)c1	nt	nt	nt	7%	nt	5	nt
Cc1sc2c(c1C)C(c1ccc(F)cc1)=NCC(=O)N2CC(=O)Nc1ccc(F)cc1F	nt	nt	nt	?	nt	15	nt
